# Screens: PubChem, National Center for Advancing Translational Sciences (NCATS)
# TDP1 inh = blocks human tyrosyl-DNA phosphodiesterase 1 | 350,000 tested, 0.28% active | recombinant TDP1, AlphaScreen DNA substrate cleavage | AID 485290 | Potency, µM (doses to about 130 µM), without a hit: at the top dose activity change, negative = inhibition, most hits filed as inhibitors | Q9NUW8; also: nearly all actives have a fitted effect of over 40% in size
# Target sequence (Q9NUW8 whole entry, looked up): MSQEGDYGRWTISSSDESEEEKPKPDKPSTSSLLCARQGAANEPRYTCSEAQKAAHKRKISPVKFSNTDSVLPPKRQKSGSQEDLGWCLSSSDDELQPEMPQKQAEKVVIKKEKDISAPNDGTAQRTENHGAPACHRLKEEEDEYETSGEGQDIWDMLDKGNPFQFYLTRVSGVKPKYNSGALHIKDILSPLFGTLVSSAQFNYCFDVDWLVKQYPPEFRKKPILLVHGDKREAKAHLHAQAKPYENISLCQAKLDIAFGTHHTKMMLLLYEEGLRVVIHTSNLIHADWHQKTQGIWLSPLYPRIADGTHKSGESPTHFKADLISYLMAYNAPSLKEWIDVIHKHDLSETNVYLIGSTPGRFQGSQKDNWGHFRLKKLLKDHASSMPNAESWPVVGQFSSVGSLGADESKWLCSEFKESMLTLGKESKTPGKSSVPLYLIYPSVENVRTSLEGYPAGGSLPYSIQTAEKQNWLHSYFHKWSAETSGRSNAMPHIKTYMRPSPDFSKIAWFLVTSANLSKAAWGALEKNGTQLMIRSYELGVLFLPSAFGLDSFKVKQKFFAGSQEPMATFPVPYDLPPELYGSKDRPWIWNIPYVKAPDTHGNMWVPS
#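 E. coli-derived human Tdp1, 1 nM final. Cpd preinc 15 min RT; substrate 15 nM final, 5 min RT; AS bead mix 10 ug/ml final, 10 min RT. Signal loss = tyrosine-FITC cleavage. No-enzyme wells = max signal.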
# TDP1 cell noCPT = qHTS for Inhibitors of human tyrosyl-DNA phosphodiesterase 1 (TDP1): qHTS in cells in absence of CPT | DT40 Tdp1-/- hTDP1 cells, no CPT, ATP luminescence, 48 h | Potency, µM (series often up to 46.2 µM), inactives show top-dose activity change, negative = growth inhibition, actives largely listed as inhibitors | 420,000 tested, 15% active | AID 686978, 2013; also: nearly all actives have a fitted effect of over 55% in size
#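 Stably hTDP1-transfected Tdp1-null chicken DT40 cells were treated with library compounds minus camptothecin and grown for at least 48 hr at 37 °C, after which cellular ATP was quantified by luminescence.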
# DT40 TDP1 CPT = DT40-hTDP1 cell growth loss with CPT; chicken DT40 Tdp1-/-;hTDP1 cells + 20 nM CPT, ATP luminescence, 48 h; Potency, µM (top dose mostly 46.2 µM), for the others: top-dose activity change, negative = growth inhibition, usual class: inhibitors; 420,000 tested, 12% active; also: nearly all actives have a fitted effect of over 55% in size
#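 Chicken DT40 Tdp1-/- cells complemented with human TDP1, 400 cells/well, exposed to compounds plus 20 nM camptothecin for at least 48 h at 37 C; viability read as ATP content by CellTiter-Glo luminescence.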
# An asterisk follows results filed as active; ? = inconclusive; · = no result given; [ ] = dose if it differs, or a comment. Calls follow the shape of the dose curve; as a rule, active = well fitted curve in the direction sought with a large enough effect; inconclusive = small, poorly fitted or top-dose-only effect, or another doubt; inactive = no such curve, though single readings can be large; an effect the other way counts as inactive or inconclusive. % is scaled to controls: 0 for no effect and ±100 for the full control effect; potency is read from the fitted curve at half-maximal effect.
# Each structure is followed by: DT40 TDP1 CPT	TDP1 cell noCPT	TDP1 inh
COc1ccc(/C(O)=C/c2nc3ccc(C(=O)NCCc4cccc(C)c4)cc3[nH]c2=O)cc1OC
 : 2.91µM*	2.31µM*	3.4%
Cc1cccc(C)c1NC(=O)C(c1cccc([N+](=O)[O-])c1)N(C)C(=O)c1ccccn1 (configuration not stated)
 : ?	?	2.7%
COC(=O)c1cc(C)sc1NC(=S)N1CCN(CCc2ccccc2)CC1
 : -20.0%	-29.9%	2.7%
CC1(C(=O)Nc2ccc3c(c2)OCO3)CCN1C(=O)C1CCCCC1 (configuration not stated)
 : -11.9%	-28.6%	·
C=CCn1c(=O)/c(=C/c2ccc(F)cc2)s/c1=C(\C#N)c1nnc2n1CCCCC2
 : 23.1µM*	16.4µM*	5.2%
COc1ccc(S(=O)(=O)N2CCOCC2)cc1NC(=O)c1ccc(OC(F)F)cc1
 : ?	?	-2.6%
Cc1occc1C(=O)NNS(=O)(=O)c1ccc(Cl)cc1
 : ?	1.8%	5.3%
CCC(NC(=O)c1cc(COc2ccc(C)nc2)on1)c1ccc(C)cc1 (configuration not stated)
 : 16.4µM*	?	3.8%
COc1ccc(CC2(CO)CCN(Cc3ccncc3)CC2)cc1
 : 8.7%	-11.5%	0.0%
O=C(Cc1ccccc1F)NNC(=O)c1cccs1
 : -3.9%	-2.6%	-0.5%
CSc1ccc(CN2CCN(CC=C(C)C)C(CCO)C2)cc1 (configuration not stated)
 : 1.7%	?	5.1%
Cc1ccc(C)c(N(CC(=O)NC2CCCC2)C(=O)CCC(=O)Nc2nccs2)c1
 : -8.4%	-25.3%	-0.2%
COc1ccccc1-c1ocnc1C(=O)Nc1ccc(N2CCOCC2)cc1N1CCOCC1
 : -20.2%	-9.6%	7.7%
COc1cccc(C(=O)N(C)CC(=O)Nc2cccc3ccccc23)c1
 : -13.2%	1.5%	0.0%
CCN1CCN(c2ccc(NC(=O)c3cc(S(=O)(=O)N4CCCC4)ccc3Cl)cc2)CC1
 : ?	25.9µM*	3.5%
CC(C)(C)c1ccccc1OCCOCCNCc1ccccc1
 : 16.4µM*	13µM*	·
COc1ccccc1C(=O)Nc1ccnn1C1CCN(CC2CC=CCC2)CC1 (configuration not stated)
 : -7.6%	3.9%	0.9%
O=S(=O)(Nc1cccc(-c2ccc3nncn3n2)c1)c1ccc(Cl)s1
 : -3.1%	-21.3%	-5.3%
COc1ccc(-c2noc(-c3ccccc3OCC(=O)Nc3ccc(C(C)=O)cc3)n2)cc1
 : -12.2%	4.7%	14.3%
COc1ccc(CCC(=O)N2c3ccccc3N=C(c3ccc(C(F)(F)F)cc3)C2C(=O)NC2CCCC2)cc1 (configuration not stated)
 : ?	18.4µM*	·
C=CCn1c(COc2cccc(C)c2C)nnc1SCC(=O)N1CCN(c2ccccc2)CC1
 : ?	?	0.6%
COc1ccc(N2CCN(Cc3nc(-c4ccc(Cl)cc4Cl)no3)CC2)cc1
 : ?	?	1.9%[56.1 µM]
O=C(CP(=O)(c1ccccc1)c1ccccc1)Nc1nc2ccc(Cl)cc2s1
 : ?	?	6.5%
CCCC(=O)NC(=S)Nc1ccccc1N1CCOCC1
 : ?	?	2.7%
CNC(=O)C[C@H]1C(=O)N(Cc2ccccc2)C[C@@H]1CSC
 : -20.4%	-20.5%	·
CCOC(=O)C1CCN(C(=O)c2ccc3c(=O)n4c(nc3c2)CCCCC4)CC1
 : -5.4%	-2.9%	0.4%
O=C(COC(=O)CNC(=O)C1CCCCC1)NCc1ccccc1
 : 15.2%	-19.7%	1.8%
COc1ccc(-c2noc(N3CCC(C(=O)NC(C)c4ccccc4)CC3)n2)cc1 (configuration not stated)
 : ?	25.9µM*	·
C#CCn1c(=NC(=O)c2ccc(Cl)s2)sc2cccc(OC)c21
 : ?	?	1.1%
CC(NC(=O)C1CCCN(S(=O)(=O)c2cnc[nH]2)C1)c1ccccc1 (configuration not stated)
 : -10.4%	-6.4%	2.9%

# Each structure is followed by: DT40 TDP1 CPT	TDP1 cell noCPT	TDP1 inh
COc1ccccc1N1CCN(CCS(=O)(=O)c2cc(Cl)ccc2Cl)CC1
 : ?	?	·
O=C(c1csc2c1CCCC2)N1CCN(c2ccccc2)CC1
 : ?	-25.4%	1.0%
Cc1cccc(C(=O)Nc2sc3c(c2C(=O)N2CCCCC2)CCC(C)C3)c1 (configuration not stated)
 : ?	?	·
Cc1ccc(CNC(=O)/C=C/c2c(Cl)cccc2Cl)cc1
 : -18.8%	-20.8%	2.7%
COCCn1nnnc1C(c1cccs1)N1CCN(c2nc3ccccc3s2)CC1 (configuration not stated)
 : ?	23.1µM*	3.1%
COc1cc(OC)c(C(=O)Nc2ccc(S(=O)(=O)Nc3ncccn3)cc2)cc1OC
 : -1.9%	-12.4%	5.4%
COc1ccccc1OCCNC(=O)CCNS(=O)(=O)c1ccc(C)cc1
 : -27.8%	-17.9%	·
O=C(/C=C/c1ccco1)Nc1ccccn1
 : 3.26µM*	3.26µM*	-4.2%
COC(=O)c1ccccc1NC(=O)Nc1cc(C)cc(C)n1
 : -15.7%	-12.2%	9.1%
O=C(c1ccccc1)N(c1ccccc1)C1C=CS(=O)(=O)C1 (configuration not stated)
 : -11.3%	-22.2%	5.7%
O=C(NC12CC3CC(CC(C3)C1)C2)c1cc([N+](=O)[O-])ccc1Cl
 : ?	?	·
COc1cc(S(=O)(=O)N2CCCCC2)ccc1NC=O
 : -15.3%	-2.6%	7.1%
CSc1ccc(-c2cc3c(c4c2ccn4C)C2CCC3O2)cc1 (configuration not stated)
 : ?	?	·
COc1ccc(N2CCN(C(=O)c3ccc(F)cc3)CC2)c([N+](=O)[O-])c1
 : -13.2%	20.6µM*	5.1%
CCN(Cc1ccc(Cl)s1)C(=O)c1cccc(OCc2c(C)noc2C)c1
 : ?	?	-4.4%
O=C(COc1ccccc1)Nc1cccc(S(=O)(=O)N2CCCC2)c1
 : -17.8%	-26.6%	-0.8%
OCC[C@H]1C[C@H](O)[C@@H](O)[C@@]2(OCc3ccccc32)O1
 : 1.3%	20.2%	-2.7%
COc1ccc(NC(=O)COC(=O)CCSc2ccccc2)cc1OC
 : -18.0%	-16.9%	1.2%
CCOc1ccc(C2C(C(=O)Nc3ccc(C)cc3C)=C(C)Nc3c(C(=O)Nc4ccc(C)cc4)cnn32)cc1OC (configuration not stated)
 : -12.9%	-6.4%	4.2%
Clc1cccc(Nc2c3c(nc4ncnn24)CCC3)c1
 : ?	?	7.9%
Cc1ccc(C(=O)OCC(=O)Nc2ccc3c(c2)OCCO3)cc1C
 : ?	-29.9%	6.7%
CC1CCN(C(=O)CCc2nnc3ccc(NCCCN4CCCC4=O)nn23)CC1
 : -17.5%	1.1%	4.9%
COc1ccc(CN2C(=NC(=O)C3CCCO3)SC3CS(=O)(=O)CC32)cc1 (configuration not stated)
 : -3.1%	1.4%	4.3%
Cn1c(=O)cc(OCC(=O)Nc2ccccn2)c2ccccc21
 : -1.1%	2.1%	-3.5%
COc1ccc(Br)cc1CNC(=O)CN1C(=O)CSc2ccc(S(=O)(=O)N3CCOCC3)cc21
 : ?	?	5.2%
CCN(CC)c1ccc(N2C(=O)/C(=C\c3cccs3)SC2=S)cc1
 : ?	?	-2.3%
c1ccc(CN2CCC3(CCCc4ccccc43)CC2)cc1
 : ?	16.4µM*	?
COc1ccc(Cl)cc1-n1c(C)cc(C(=O)OCC(=O)N2CC(=O)Nc3ccccc32)c1C
 : ?	?	6.7%
CCn1c(NCc2cc(OC)ccc2OC)nc2ccccc21
 : -0.6%	?	9.6%
CC1CN(C(=O)COC(=O)c2cnc(Cl)c(Cl)c2)CC(C)O1 (configuration not stated)
 : 5.8%	-0.6%	-0.2%

# One compound at a time, from the list above:
# `COc1cc(OC)c(C(=O)Nc2ccc(S(=O)(=O)Nc3ncccn3)cc2)cc1OC` is listed with DT40 TDP1 CPT = -1.9%; TDP1 cell noCPT = -12.4%; TDP1 inh = 5.4%
# `O=C(COc1ccccc1)Nc1cccc(S(=O)(=O)N2CCCC2)c1` is listed with DT40 TDP1 CPT = -17.8%; TDP1 cell noCPT = -26.6%; TDP1 inh = -0.8%
# `CCN(Cc1ccc(Cl)s1)C(=O)c1cccc(OCc2c(C)noc2C)c1` is listed with DT40 TDP1 CPT = ?; TDP1 cell noCPT = ?; TDP1 inh = -4.4%

# (cont.)
# Each structure is followed by: DT40 TDP1 CPT	TDP1 cell noCPT	TDP1 inh
COc1ccc(NC(=S)Nc2ccccc2C(F)(F)F)cc1
 : 1.0%	-26.8%	5.1%
Cc1cccc(OCC(O)CN2C(C)(C)CC(O)CC2(C)C)c1 (configuration not stated)
 : -18.9%	-17.7%	5.1%
CCOC(=O)c1ccc2c(c1)nc(SCC(=O)N1CCCCC1)n2CC
 : ?	?	2.9%
CCc1sc(C(=O)N2CCc3cc(OC)c(OC)cc3C2CC(=O)O)cc1C (configuration not stated)
 : 14.2%	6.2%	4.7%
COc1cncc(-c2cnc3sc(NCCc4ccccn4)nn23)c1
 : 13µM*	13µM*	·
O=C(CN1CCN(S(=O)(=O)c2ccc(F)cc2)CC1)Nc1ccnn1C1CCCC1
 : -17.0%	?	1.5%
Cc1ccc(-c2noc(CCCN3C(=O)c4ccccc4C3=O)n2)cc1
 : -13.4%	-2.2%	1.9%
O=C(CN1C(=O)NC2(CCOc3ccccc32)C1=O)c1ccc(Cl)s1 (configuration not stated)
 : -5.5%	1.1%	-0.3%[56.1 µM]
COc1ccc(N2CCN(Cc3cc(=O)c(OCC(=O)Nc4ccccc4)co3)CC2)cc1
 : ?	?	-10.2%
O=C(O)Cc1nn(Cc2ccc(Br)cc2F)c(=O)c2ccccc12
 : -21.8%	?	14.5%[56.1 µM]
CCC(C)NC(=O)CN(c1ccc2c(c1)OCO2)S(=O)(=O)c1c(C)n[nH]c1C (configuration not stated)
 : -7.2%	-10.9%	-1.2%
CC1CCC2(CC1)NC(=O)N(CC(=O)N1CCN(C(=O)c3cccs3)CC1)C2=O (configuration not stated)
 : -1.3%	0.1%	-1.2%
O=C(CCN1C(=O)/C(=C/c2ccc(F)cc2)SC1=S)Nc1cc([N+](=O)[O-])ccc1O
 : ?	?	·
COc1ccc(OC)c2sc(NC(=O)c3ccc(S(=O)(=O)N(C)C)cc3)nc12
 : ?	?	0.0%
CCC12CN3CCN(CC(C3)/C1=N\NC(=O)c1ccc(Cl)cc1)C2
 : ?	?	2.3%
CCCCS(=O)(=O)N1CCCC(C(=O)Oc2ccccc2OC)C1 (configuration not stated)
 : 10.7%	17.3%	·
CCS(=O)(=O)N1CCN(S(=O)(=O)c2ccc(Cl)s2)CC1
 : 5.0%	2.1%	-18.0%
COc1ccccc1-n1cnnc1SCC(=O)Nc1nc(C)c(Cl)cc1Cl
 : ?	-2.9%	8.4%
CCCCNC(=O)N1CCN(Cc2cccc(F)c2)CC1
 : 5.4%	2.9%	5.4%
CCCCNC(=O)N(O)C1N(/N=C/c2ccccc2O)C(=S)SC1(C)C (configuration not stated)
 : -27.3%	-22.5%	·
COCCN(C(=O)COC(=O)c1ccc(Br)o1)c1c(N)n(Cc2ccccc2)c(=O)[nH]c1=O
 : 4.8%	-17.0%	·
Cc1ccc(S(=O)(=O)Oc2ccc(C)cc2/C=N/N=C2\NC(=O)C(C)S2)cc1 (configuration not stated)
 : -21.4%	?	7.5%
Cc1ccc(S(=O)(=O)N2C[C@H]3C(=O)C[C@@H](c4ccccc4C)N(S(=O)(=O)c4ccc(C)cc4)[C@H]3C[C@H]2c2ccccc2)cc1
 : -24.0%	-26.7%	·
O=C(CS(=O)(=O)c1ccccc1)Nc1nnc(-c2cccs2)o1
 : -14.9%	-16.9%	8.6%
Cc1cc(C)cc(NC(=O)Cc2csc(C)n2)c1
 : 10.0%	-0.9%	0.0%
CC(=O)N1c2ccc(Cl)cc2C2OCCC2C1c1ccco1 (configuration not stated)
 : 7.5%	-26.0%	4.7%
COC(=O)c1cc(Cn2nc(C(=O)O)c3ccccc3c2=O)oc1C
 : -1.6%	4.9%	·
CC(C(=O)N1CCN(C=O)CC1)N1C(=O)c2ccccc2C1=O (configuration not stated)
 : ?	?	2.9%

# Filtered by structure: the compounds so far with a COOH group (3)
# Each structure is followed by: DT40 TDP1 CPT	TDP1 cell noCPT	TDP1 inh
CCc1sc(C(=O)N2CCc3cc(OC)c(OC)cc3C2CC(=O)O)cc1C (configuration not stated)
 : 14.2%	6.2%	4.7%
O=C(O)Cc1nn(Cc2ccc(Br)cc2F)c(=O)c2ccccc12
 : -21.8%	?	14.5%[56.1 µM]
COC(=O)c1cc(Cn2nc(C(=O)O)c3ccccc3c2=O)oc1C
 : -1.6%	4.9%	·
